Bioassay records: PubChem, National Center for Advancing Translational Sciences (NCATS)
PI4K2A inh: qHTS for small molecular inhibitors of PI4K2A; AID 1346378, 2018; 0.13% of 420,000 active; Phosphatidylinositol 4-kinase type 2-alpha (Homo sapiens), Q9BTU6; purified PI4K2A, ADP-Glo luminescence, 1 h; stronger effect = lower value; activity change, negative = inhibition, % at 76.9 µM; in the data active = activity change below about -50%; inconclusive = mostly about -30% to -49%;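 also: -100% = wells without enzyme as full effect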
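PI4K2A activity was measured by ADP-Glo luminescence: enzyme (4 ug/mL stock) and phosphatidylinositol (1.2 mM stock) in Tris pH 7.5/MgCl2/EGTA/Triton X-100 buffer were reacted with ATP (300 microM stock) for one hour at ambient temperature.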
TrxR1 substrate: qHTS Assay for Substrates of Mammalian Selenoprotein Thioredoxin Reductase 1 (TrxR1): qHTS. Thioredoxin reductase 1, cytoplasmic (Rattus norvegicus), O89049. purified TrxR1 substrate turnover, NADPH consumption readout. Potency, µM (top dose mostly 114 µM), for the others: at the top dose activity change, negative = substrate turnover. 0.01% of 390,000 active. AID 588456, 2011; also: potency is read from the fitted curve at half-maximal effect; % is scaled to controls: 0 for no effect and ±100 for the full control effect; nearly all actives have a fitted effect of over 50% in size
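Rat TrxR1, dispensed at 90 nM, was prereduced with 400 uM NADPH (final) for 5 min at ~22 deg C, then incubated with compound 15 min before 400 uM selenite. A first-read NADPH fluorescence drop versus no-compound background flagged substrates.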
Vif-APOBEC3F blk: qHTS for Inhibitors of Vif-A3F Interactions: qHTS; HeLa A3F-eYFP + Vif (tagged APOBEC3F with the HIV-1 protein that degrades it), YFP fluorescence increase; Potency, µM (doses to about 46.1 µM), for inactives: top-dose activity, negative = active; 0.2% of 390,000 active; AID 602313, 2012; also: potency is read from the fitted curve at half-maximal effect; % of control where 0% means no effect; nearly all actives have a fitted effect of over 65% in size
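Fluorescence increase (Ex 488/Em 500-530) after overnight compound treatment at 37 deg C flags inhibition of Vif-driven A3F-eYFP loss in stable HeLa A3F-eYFP/Vif cells seeded overnight beforehand.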
RXFP1 ag: qHTS Assay for Agonists of the Relaxin Receptor RXFP1; Relaxin receptor 1 (Homo sapiens), Q9HBX9; 0.3% of 370,000 active; HEK293T-RXFP1 cAMP TR-FRET, 30 min; response scale: percent of porcine relaxin response, buffer zero; Potency, µM (doses to about 57.5 µM), for inactives: at the highest dose activation, usual class: activators; AID 2676, 2010; also: potency is read from the fitted curve at half-maximal effect; % is scaled to controls: 0 for no effect and ±100 for the full control effect; nearly all actives have a fitted effect of over 60% in size; many of its hits are not listed in these tables
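Agonist response is measured as cAMP accumulation in an RXFP1-transfected HEK293T line under PDE4 inhibition. Values are scaled between buffer-only and 29 nM porcine relaxin, and EC50s come from standard Hill equation fits.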
USP1 inh: Inhibitors of USP1/UAF1: Primary Screen | Ubiquitin carboxyl-terminal hydrolase 1 (Homo sapiens), O94782 | Potency, µM (titrated, usually from 57.1 µM), inactives show top-dose activity change, negative = inhibition, hits mostly inhibitors | 0.23% of 390,000 active | recombinant USP1/UAF1, Ub-Rhodamine cleavage fluorescence; also: potency is read from the fitted curve at half-maximal effect; % is scaled to controls: 0 for no effect and ±100 for the full control effect; nearly all actives have a fitted effect of over 60% in size; inactives centre near -12
Target sequence (O94782 whole entry, looked up): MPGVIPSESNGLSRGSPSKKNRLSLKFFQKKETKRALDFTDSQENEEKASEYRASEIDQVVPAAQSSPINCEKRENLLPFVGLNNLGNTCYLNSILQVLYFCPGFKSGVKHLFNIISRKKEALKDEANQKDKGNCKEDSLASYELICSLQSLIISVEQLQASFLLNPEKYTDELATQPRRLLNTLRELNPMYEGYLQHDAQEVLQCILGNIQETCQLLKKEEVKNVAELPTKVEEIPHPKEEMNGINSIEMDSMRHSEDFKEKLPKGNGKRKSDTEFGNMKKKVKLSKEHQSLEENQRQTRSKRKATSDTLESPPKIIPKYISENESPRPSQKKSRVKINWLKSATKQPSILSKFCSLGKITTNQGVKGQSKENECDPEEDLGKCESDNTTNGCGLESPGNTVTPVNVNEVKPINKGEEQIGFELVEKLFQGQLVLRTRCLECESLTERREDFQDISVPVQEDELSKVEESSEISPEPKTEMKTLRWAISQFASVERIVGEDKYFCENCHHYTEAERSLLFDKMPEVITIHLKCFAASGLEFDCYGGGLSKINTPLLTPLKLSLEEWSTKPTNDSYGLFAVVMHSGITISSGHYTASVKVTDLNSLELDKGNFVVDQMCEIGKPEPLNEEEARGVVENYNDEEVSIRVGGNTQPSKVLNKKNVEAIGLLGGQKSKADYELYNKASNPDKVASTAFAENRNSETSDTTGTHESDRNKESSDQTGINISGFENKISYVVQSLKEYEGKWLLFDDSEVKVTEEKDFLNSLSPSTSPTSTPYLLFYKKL
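1 nM enzyme complex + cpd, 15 min RT; start with Ub-Rho 150nM final; kinetic fluorescence ex 480/em 540, 6 reads q60 s. Buffer 50mM HEPES pH 7.8, 0.5mM EDTA, 0.1 mg/ml BSA, 1mM TCEP, 0.01% Tween-20.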
GRP78 ERSR act: qHTS for Inducers of the Endoplasmic Reticulum Stress Response (ERSR) in Human Glioma: qHTS; U87-MG GRP78 promoter luciferase reporter, 16 h; Potency, µM, inactives show top-dose activation, actives largely listed as activators; 0.02% of 420,000 active; also: potency is read from the fitted curve at half-maximal effect; series mostly up to about 76 µM; % of control where 0% means no effect; nearly all actives have a fitted effect of over 35% in size
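ERSR induction read as luciferase luminescence (Bright-Glo, 10 min at room temperature) in stably transfected human U87-MG glioma cells exposed to compounds for 16 h, using GRP78 as sensor.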
IDH1 R132H inh: qHTS for Inhibitors of mutant isocitrate dehydrogenase 1 (IDH1): qHTS; Isocitrate dehydrogenase [NADP] cytoplasmic (Homo sapiens), O75874; IDH1-R132H enzyme, NADPH consumption, diaphorase/resazurin fluorescence; Potency, µM (top dose mostly 76.6 µM), inactives show at the highest dose activity change, negative = inhibition, usual class: inhibitors; 0.093% of 390,000 active; AID 602179, 2012; also: potency is read from the fitted curve at half-maximal effect; % is scaled to controls: 0 for no effect and ±100 for the full control effect; nearly all actives have a fitted effect of over 65% in size
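IDH1-R132H (0.5 ug/mL) preincubated 30 min with compound, then NADPH (0.016 mM) and alpha-KG (2 mM) added; 80 min at RT, pH 7.5. Remaining NADPH coupled via diaphorase/resazurin to fluorescence (540/590 nm); concentration-response curves normalized to no-enzyme control.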
LDHA inh: qHTS assay for inhibitors of human lactate dehydrogenase; purified LDHA, NADH/diaphorase-resazurin fluorescence; stronger effect = lower value; activity change, % (values are at about 110 or 230 µM); 0.15% of 480,000 active; AID 1347041, 2019; in the data active = activity change below about -30%; inconclusive = mostly about -25% to -30%;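 also: plate controls were DMSO wells for no effect and wells without enzyme for full effect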
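Resorufin fluorescence (ex540/em590), read at 0 and 20 min after diaphorase/resazurin addition, reports the NADH left after a 5 min room-temperature reaction of 2 nM human LDH5 with 0.06 mM NADH and 0.2 mM pyruvate.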
Vif-A3G inh: qHTS for Inhibitors of Vif-A3G Interactions: qHTS; DNA dC->dU-editing enzyme APOBEC-3G (Homo sapiens), Q9HC16; HeLa A3G-eYFP + Vif (tagged APOBEC3G with the HIV-1 protein that degrades it), YFP fluorescence, overnight; Potency, µM (series often up to 46.1 µM), for the others: at the top dose activity, negative = active, actives largely listed as inhibitors; 0.076% of 410,000 active;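 also: potency is read from the fitted curve at half-maximal effect; % is scaled to controls: 0 for no effect and ±100 for the full control effect; nearly all actives have a fitted effect of over 60% in size; hits raise eYFP signal because A3G escapes Vif-driven loss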
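HeLa cells stably expressing Vif and C-terminally eYFP-tagged A3G, seeded overnight at 37 deg C, then exposed to compound by pintool overnight at 37 deg C. Rise in yellow fluorescence (Ex 488/Em 500-530, Acumen) marks blocked Vif-driven A3G degradation.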
The depositor's hits bear a star; ? = inconclusive; / = not tested or not shown; [ ] = another dose, or the depositor's remark. Unless noted, calls follow the shape of the dose curve; as a rule, active = well fitted curve in the direction sought with a large enough effect; inconclusive = small, poorly fitted or top-dose-only effect, or another doubt; inactive = no such curve, though single readings can be large; an effect the other way counts as inactive or inconclusive. These rows are one share of the data, so the mix of outcomes need not match the whole.

SMILES	PI4K2A inh	TrxR1 substrate	Vif-APOBEC3F blk	RXFP1 ag	USP1 inh	GRP78 ERSR act	IDH1 R132H inh	LDHA inh	Vif-A3G inh
CS(=O)(=O)c1ccc2nc(NC(=O)c3ccccc3Cl)sc2c1	-3	14%	-1%	8.2%	-20%	5%	16%	1	-3%
Cc1ccc(C(C#N)c2ccc(C(=O)c3ccc(F)cc3)cc2)cc1 (configuration not stated)	-8	4%	-7%	1.1%	-1%	4%	0%	0	-5%
CCn1c(SCC(=O)Nc2ccccc2N2CCOCC2)nnc1-c1ccccc1	2	-2%	-9%	-0.8%	-8%	-1%	6%	-6	2%
O=C(CCC1CCN(C(=O)c2ccco2)CC1)NCc1ccc(F)cc1	2	-12%	-6%	0.3%	-14%	-5%	2%	-3	2%
Cc1ccc(C)c(S(=O)(=O)N2CCCC2CNC(=O)c2ccc([N+](=O)[O-])cc2)c1 (configuration not stated)	-2	-1%[57.1 µM]	6%	-0.4%	-5%	1%	0%	-10	3%
CCc1ccc(NC(=O)CN2CCCN(Cc3cccc(Cl)c3)S2(=O)=O)cc1	1	-2%	1%	-1.4%	?	-4%	-14%	-16	2%
Cc1c(NC(=O)c2ccccc2)cccc1[N+](=O)[O-]	0	-8%	-5%	-0.5%	-10%	-3%	4%	-8	1%
Cc1cc(C(=O)N2CCCC(N3CCN(c4cccc(Cl)c4)CC3)C2)nc(C)n1 (configuration not stated)	4	9%	6%	0.0%	-19%	-3%	2%	-3	-6%
C=CCn1c(SCC(=O)NCCOC)nnc1-c1cc2c(s1)CCC(CC)C2 (configuration not stated)	1	-4%	1%	-1.0%	-21%	-1%	0%	-6	-4%
Cc1c(C(=O)C(=O)N2CCN(C)CC2)c2ccccc2n1C	8	-8%	5%	2.8%	-2%	-3%	3%	-10	-2%
S=C(c1ccc2c(c1)OCO2)N1CCCCCC1	2	-2%	-6%	0.2%	-4%	-1%	6%	-10	1%
CCCCCCc1cc2cc(C(=O)Nc3ccccc3)c(=O)oc2cc1O	-4	24%	-7%	0.5%	-19%	-2%	3%	-8	0%
CCOc1ccc(CCNC(=O)c2cc3cc4ccc(OC)cc4nc3s2)cc1OCC	-1	10%	-8%	5.8%	-24%	3%	0%	2	1%
CN1CCc2c(sc3c2C(=O)NC(/C=C/c2ccco2)N3)C1 (configuration not stated)	-5	9%	1%	/	-21%	-4%	2%	11	-3%
Cc1ccc(NC(=O)Cc2sc(C)nc2-c2ccc(C)cc2)cc1	2	-8%	0%	0.5%	-19%	-2%	4%	2	0%
O=C(O)CCS(=O)(=O)Cc1ccccc1Cl	0	8%	0%	3.2%	-2%	-2%	-2%	-3	1%
CC(C)CN1C(Nc2ccccc2)=NC[C@@H]1C	-2	2%	2%	-3.3%	-24%	-4%	15%	-6	5%
CCOC(=O)N1CCN(C(=O)COC(=O)c2ccc(O)cc2O)CC1	-5	7%	6%	0.4%	-12%	0%	5%	0	0%
O=S(=O)(c1ccc(C2CCCCC2)cc1)N1CCN(c2ncccn2)CC1	-1	1%	-1%	2.3%	3%	-3%	-10%	-1	-4%
Cc1cn(CC(=O)NCCNc2ccc([N+](=O)[O-])cn2)c(=O)[nH]c1=O	-2	-10%	-1%	/	-18%	3%	-10%	-2	-3%
COc1ccc(C2(C(=O)O)CCCC2)cc1	3	9%	0%	-1.7%	-6%	-4%	2%	-4	-2%
O=C1OCCC1Sc1ncnc2sccc12 (configuration not stated)	3	12%[57.1 µM]	-9%	5.5%	-13%	-2%	3%	-6	-3%
CN(N=Nc1cccc([N+](=O)[O-])c1)c1cccc([N+](=O)[O-])c1	-2	5%	-7%	-1.6%	-13%	14%	6%	0	-1%
COc1ccc(/C=C/C(=O)c2ccc(C)c([N+](=O)[O-])c2)cc1O	-14	-10%	?	-1.0%	-5%	-15%	-6%	11	-25%
CC(NC(=O)Cn1c(NCCO)nc2ccccc21)c1ccccc1 (configuration not stated)	-2	8%[57.1 µM]	1%	1.1%	-14%	-7%	2%	-2	-3%
(list continues)
SMILES	PI4K2A inh	TrxR1 substrate	Vif-APOBEC3F blk	RXFP1 ag	USP1 inh	GRP78 ERSR act	IDH1 R132H inh	LDHA inh	Vif-A3G inh
O=C(NCc1ccccc1)C1CCN(S(=O)(=O)c2cccc3cccnc23)CC1	-1	-1%	-5%	0.4%	-17%	-3%	0%	1	0%
Cc1nc(-c2ccc(F)cc2)c(CC(=O)N(C)CC(=O)Nc2c(C)cccc2C)s1	-7	-8%	-15%	0.1%	-7%	-1%	3%	-3	0%
O=C(c1cccc2c1-c1ccccc1C2)N1CCCCC1	-2	8%[57.1 µM]	-6%	-0.4%	2%	-6%	10%	-14	-2%
O=C(O)C1C2C=CC(C2)C1C(=O)N1CCc2ccccc21 (configuration not stated)	1	6%[57.1 µM]	-4%	-1.2%	-2%	-4%	-4%	-4	-1%
OC[C@@H]1CN(Cc2cccs2)C[C@H](n2cnc3c(N4CCCC4)ncnc32)O1	-1	/	/	/	/	0%	/	-7	-3%
CCOCCCNC(=O)CN1C(=O)CCn2nc(-c3cccn3C)cc21	1	3%[57.1 µM]	-4%	0.3%	?	-2%	19%	-6	1%
CCOc1cc(NC(=O)c2ccco2)c(OCC)cc1NC(=O)CCC(=O)NCc1cccnc1	2	-1%[57.1 µM]	-12%	-0.6%	3%	0%	-4%	18	-1%
COc1ccc(NC(=O)N(C)C[C@H]2Oc3c(NS(=O)(=O)c4ccc(F)cc4)cccc3C(=O)N([C@H](C)CO)C[C@@H]2C)cc1	-2	-1%	2%	/	-24%	0%	2%[38.3 µM]	1	-5%
O=C1CC(c2ccc(S(=O)(=O)NCc3ccncc3)cc2)CN1 (configuration not stated)	5	4%[57.1 µM]	5%	2.0%	-16%	-6%	-6%	2	0%
CN1CCN(CCNC(=O)Nc2ccc(Cl)cc2)CC1	-3	9%[57.1 µM]	-9%	5.6%	-14%	-3%	4%	0	2%
CCN(CC)C(=O)C1=C(C)N(CCCN2CCCC2=O)C(=O)C(CC(=O)NC(c2ccccc2)c2ccccc2)C1 (configuration not stated)	-3	/	6%	/	-14%	-1%	-4%	-4	-1%
CC1CCC2(CC1)NC(=O)N(CC(=O)NCCc1ccc(F)cc1)C2=O (configuration not stated)	-5	7%	-5%	1.9%	-9%	-2%	-1%	-1	-3%
CN(c1ncc(C(F)(F)F)cc1Cl)N1C(=O)c2cccc(N)c2C1=O	-3	-10%	?	-3.5%	-21%	-4%	0%	5	0%
CCCCNC(=O)CN(C1CCCCC1)S(C)(=O)=O	-7	15%	-7%	0.4%	-9%	-3%	5%	-8	3%
COc1ccc2[nH]c(=O)c(CN(C(=O)c3cccnc3)c3ccccc3)cc2c1	2	30%[activator]	-2%	0.2%	-13%	0%	8%	2	-8%
O=C(CCn1nc(-c2ccccc2)ccc1=O)N1CCOCC1	3	2%	-2%	2.5%	-4%	0%	3%	-1	0%
O=c1oc2ccc(C#CC3(O)CCCCC3)cc2cc1-n1cc(-c2ccsc2)nn1	-3	29%	-1%	1.3%	-22%	-3%	13%	0	-6%
Cc1ccc(C(=O)NCCNC(=O)c2ccco2)cc1C	3	-4%	-4%	3.0%	-15%	-1%	-5%	-3	0%
Cc1cc2ccccn2c1C(=O)c1cccc(S(=O)(=O)N2CCOCC2)c1	1	-8%	5%	0.3%	-13%	-5%	-7%	-4	1%
CCc1cc2cccc(C)c2nc1SCC(=O)c1ccc(NC(C)=O)cc1	3	6%	-23%	3.6%	-21%	-1%	-4%	-4	-25%
CCOC(=O)/C=C/C(=O)Nc1ccccc1C(=O)NC1CCCCC1	-1	-12%	-2%	2.1%	-6%	-5%	4%	-6	?
CCCc1nnc(NC(=O)CCC(=O)O)s1	7	3%	1%	-1.5%	-17%	-4%	8%	-3	2%
O=C(CCC1CCCN(C(=O)CCCc2ccccc2)C1)N1CCN(c2ccccn2)CC1 (configuration not stated)	9	6%	-17%	0.4%	-21%	3%	-3%	-3	7%
O=C(CNC(=O)C1COc2ccccc2O1)N/N=C/c1ccc([N+](=O)[O-])cc1 (configuration not stated)	1	14%[0.0914 µM]	-7%	1.0%	-16%	-6%	1%	0	-7%

Three compounds already listed, arranged by their value in PI4K2A inh, high to low.
SMILES,PI4K2A inh
CCOc1cc(NC(=O)c2ccco2)c(OCC)cc1NC(=O)CCC(=O)NCc1cccnc1,2
COc1ccc(NC(=O)N(C)C[C@H]2Oc3c(NS(=O)(=O)c4ccc(F)cc4)cccc3C(=O)N([C@H](C)CO)C[C@@H]2C)cc1,-2
CC1CCC2(CC1)NC(=O)N(CC(=O)NCCc1ccc(F)cc1)C2=O (configuration not stated),-5
